Bioassay records: PubChem, several laboratories
NTR1 agonist: NTR1-driven beta-arrestin-GFP spot formation – imaging, U2OS cells, high content, primary screen (AID 493036) | agonist mode | activation, % at 20 µM | P30989 | hit rate 0.17% among 330,000;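 active means activation at or above 40% of the spot to cytoplasm intensity ratio, with at least 20 cells analyzed; inconclusive means wells under 20 cells, flagged as cytotoxic or low count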;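 further: 0% = DMSO without peptide and 100% = 100 nM NTR1 peptide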
Target sequence (P30989 whole entry, looked up): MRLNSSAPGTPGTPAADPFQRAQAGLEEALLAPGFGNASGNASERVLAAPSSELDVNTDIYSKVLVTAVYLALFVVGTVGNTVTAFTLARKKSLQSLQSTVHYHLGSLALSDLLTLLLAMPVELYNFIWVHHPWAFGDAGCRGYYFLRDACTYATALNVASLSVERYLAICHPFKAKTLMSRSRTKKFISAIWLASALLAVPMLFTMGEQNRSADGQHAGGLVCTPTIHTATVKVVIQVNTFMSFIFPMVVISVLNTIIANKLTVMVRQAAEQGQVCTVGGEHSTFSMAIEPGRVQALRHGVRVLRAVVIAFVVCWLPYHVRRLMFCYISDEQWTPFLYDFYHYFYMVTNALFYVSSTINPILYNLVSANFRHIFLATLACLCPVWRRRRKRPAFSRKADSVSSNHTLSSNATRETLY
GPR55 antagonists: inhibition of LPI-stimulated GPR55 beta-arrestin translocation – imaging, U2OS, beta-arrestin-GFP, LPI agonist, primary screen (AID 2013); U2OS GPR55 beta-arrestin-GFP translocation imaging, LPI antagonism; higher % means a stronger effect; inhibition, % at 10 µM, or IC50 in µM where a hit was titrated; hit rate 0.13% among 290,000;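 active means spots per cell inhibited over 60%, with over 100 cells counted and total cytoplasm intensity under 500,000; inconclusive means wells with under 100 cells, flagged as likely toxic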;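 further: U2OS cells stably carrying GPR55 and arrestin-GFP stimulated by 5 µM LPI near EC80; imaged beta-arrestin-GFP aggregate spots per cell after agonist stimulation; plate controls were LPI-stimulated DMSO wells for no effect and DMSO wells without LPI for full effect; some results filed as inactive read as strong as hits; confirmed hits need IC50 under 10 µM and bright autofluorescent wells are also inconclusive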
MgcRacGAP inhibition: MgcRacGAP GTPase-activating activity inhibitors, confirmation, biochemical, ADP Hunter fluorescence. MgcRacGAP-stimulated Rac1 GTP hydrolysis, ADP Hunter fluorescence; higher % means a stronger effect; GST-tagged Rac1 F28L mutant substrate. hit rate 0.6% among 340,000. one-dose inhibition, % at 30 µM; IC50 in µM for titrated hits. AID 624330;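 active means first-screen hits whose inhibition reached a set limit at any dose in the follow-up dose series; inconclusive means inhibition above the set first-screen limit but never retested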;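 further: fluorescence reports GDP produced by GAP-driven GTP hydrolysis; strong numbers were not always called active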
Yfh1-depleted yeast: mitochondrial function rescue without frataxin homolog – Friedreich's ataxia, plus single-dose screen, dose response (AID 1465); S. cerevisiae Yfh1-off respiration, WST-1 reduction, 72 h; higher fold induction means a stronger effect; fold induction at 50 µM, or EC50 in µM where a hit was titrated; hit rate 0.074% among 220,000;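 active means fold induction of absorbance versus untreated yeast above a set limit, then at least 30% activation at any dose in follow-up; inconclusive means repeats straddling the limit, or above it without dose testing; inactive means fold induction below the set limit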;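 further: activators that raise dye reduction in frataxin-depleted yeast; strong numbers were not always called active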
GPR55 activation: selective activators of receptor GPR55 – imaging, U2OS cells, beta-arrestin-GFP redistribution, primary screen (AID 1961); U2OS GPR55 beta-arrestin-GFP redistribution imaging; higher % means a stronger effect; one-dose activation, % at 10 µM; EC50 in µM for titrated hits; hit rate 0.048% among 290,000;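 active means activation above 40% with more than 50 cells counted in the well; inconclusive means wells holding fewer than 50 cells, flagged as toxic or sparse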;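 further: U2OS osteosarcoma cells stably expressing GPR55 and beta-arrestin-GFP; plate controls were DMSO negative control for no effect and LPI positive control for full effect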
GPR35 antagonists: GPR35 antagonists blocking zaprinast-driven arrestin recruitment, primary screen, imaging, U2OS, beta-arrestin-GFP, zaprinast agonist (AID 2058) | U2OS GPR35 beta-arrestin-GFP translocation imaging, zaprinast antagonism; higher % means a stronger effect | inhibition, % at 10 µM; hits with a dose series show IC50 in µM | hit rate 0.052% among 290,000;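 active means inhibition of at least 50% with at least 30 cells and total cytoplasm GFP at most 10,000,000; inconclusive means under 30 cells or total GFP of 10,000,000 plus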
NS5 inhibitors: Dengue-2 NS5 methyltransferase inhibitors, primary screen, biochemical, confirmation dose response (AID 588689); Dengue-2 NS5 methyltransferase capping enzyme assay, biochemical; higher % means a stronger effect; inhibition, % at 25 µM, or IC50 in µM where a hit was titrated; hit rate 0.3% among 340,000; in the data active means a potency from the dose series; inconclusive means inhibition above about 29% without an active follow-up result
AID2073: disruptors of CaV2.2 binding to Mint1 – biochemical, HTRF (AID 2073); HTRF protein-protein interaction, Mint1-CaV2.2; higher % means a stronger effect; inhibition, % at 20 µM, or IC50 in µM where a hit was titrated; hit rate 0.19% among 290,000; in the data active means inhibition mostly above about 51%, no sharp cut-off; inconclusive means no clear call, values can overlap the other calls; inactive means mostly below about 53%; further: some results filed as inactive read as strong as hits
Large T inhibition: SV40 large T antigen inhibitors, biochemical (AID 1903); SV40 large T antigen ATPase/helicase inhibition assay; higher % means a stronger effect; inhibition, % at 20 µM, or IC50 in µM where a hit was titrated; hit rate 0.39% among 310,000; in the data active means a potency from the dose series; inconclusive means inhibition mostly from about 32% at the one dose, without a potency; inactive means the rest, 99 in 100 with inhibition below about 32%; further: strong numbers were not always called active
NTR1 agonist cell count 20 µM: recorded beside NTR1 agonist, whose call it bears; cell count; measured here: cell count, cytotoxicity flag
The depositor's hits bear a star; i = inactive; u = inconclusive; x = no result given.

SMILES | NTR1 agonist | NTR1 agonist cell count 20 µM | GPR55 antagonists | MgcRacGAP inhibition | Yfh1-depleted yeast | GPR55 activation | GPR35 antagonists | NS5 inhibitors | AID2073 | Large T inhibition
COc1ccc(-c2c(C)nn(Cc3ccccc3)c2N)cc1 | -1.0 | 48 | 18.7% | 6.1% | i | -0.2% | -2.8% | 0.8% | -0.8% | 5.3%
O=C(Nc1cc(S(=O)(=O)N2CCCC2)ccc1OCC(F)(F)F)c1ccc(F)cc1 | -1.1 | 53 | 0.8% | 0.3% | i | 0.2% | 8.9% | 2.2% | -5.0% | 18.1%
CC1=C(C(=O)Nc2cccc(C(=O)NCc3ccc(F)cc3)c2)SCCO1 | 2.0 | 58 | -2.2% | 6.8% | x | -0.1% | -23.5% | -0.9% | 23.0% | 15.2%
CC(Oc1ccc(Cl)cc1Cl)C(=O)Nc1ccc(OCC(=O)O)cc1 (stereo not drawn) | -0.3 | 36 | -5.5% | 8.5% | i | 1.3% | -4.3% | -5.4% | -3.7% | 4.3%
CC(=O)c1c(C(C)=O)c(C)n(-c2ccc(N)cc2)c1C | -0.8 | 61 | 18.9% | 8.7% | x | 0.6% | -8.7% | -3.4% | -3.7% | 2.9%
Cc1ccc(N2CCN(/N=C/c3c(C)nn(-c4ccccc4)c3Cl)CC2)cc1 | 1.2 | 91 | 10.3% | -4.2% | i | 0.7% | 2.1% | 11.5% | 0.4% | 0.0%
CCc1c(C)nc(SCC(=O)Nc2nc(-c3ccc(OC)cc3)cs2)[nH]c1=O | 6.8 | 47 | -0.8% | 9.8% | i | 0.3% | 12.8% | -7.8% | 4.6% | 3.7%
Nc1nonc1-n1nnc(C(=O)N/N=C/c2cccnc2)c1CSC1=NCCS1 | 0.9 | 53 | -6.3% | 5.0% | i | -0.1% | 33.9% | -4.7% | 0.0% | 2.8%
Cc1sc(NC(=O)CN(Cc2ccc(F)cc2)C(=O)C(C)C)c(C(N)=O)c1C | 2.1 | 49 | -2.4% | 2.5% | i | 0.3% | 8.7% | -3.8% | -9.6% | 11.0%
Cc1cc(=O)oc2cc(OC(C)C(=O)Nc3nccs3)ccc12 (stereo not drawn) | 1.1 | 68 | -3.6% | 3.5% | i | 0.2% | -0.8% | -3.2% | 4.4% | 2.0%
CN(C)C(=S)Nn1c(-c2ccccc2)nc2ccccc2c1=O | -0.4 | 80 | 11.6% | 3.8% | i | 0.2% | -18.0% | 1.8% | -18.6% | 19.7%
CC(=O)Nc1nc2ccccc2n1Cc1ccccc1Cl | 0.4 | 42 | 10.7% | 11.7% | i | -0.1% | -0.4% | 1.6% | 14.5% | 13.1%
O=C(CN1C(=O)NC2(CCOc3ccccc32)C1=O)c1ccc[nH]1 (stereo not drawn) | -0.6 | 73 | x | -0.3% | x | x | x | -3.7% | x | 6.9%
C/C=C(\C)c1nnc(NC(=O)c2ccco2)s1 | 8.7 | 79 | 0.3% | 7.8% | i | -0.1% | -15.5% | -2.4% | 6.0% | 4.3%
CC(CN1C(C)CCCC1C)OC(=O)c1ccccc1Br (stereo not drawn) | -1.9 | 42 | 10.2% | 12.5% | x | -0.1% | 4.2% | -6.6% | 7.3% | 10.1%
COC(=O)C1=COC(C)C2CN3CCc4c([nH]c5ccccc45)C3CC12 (stereo not drawn) | -2.5 | 89 | 14.0% | 6.5% | i | 0.0% | -10.3% | u | 4.3% | 9.2%
O=C(c1ccc(F)cc1)N1CCN(c2cc(N3CCCCC3)c(F)cc2[N+](=O)[O-])CC1 | 2.3 | 73 | 21.8% | 4.2% | i | 0.7% | -3.8% | -2.4% | -0.5% | 1.7%
COc1ccc(CNC(=O)N[C@@H](CC(C)C)C(=O)O)cc1OC | 3.4 | 60 | 10.0% | 5.8% | i | -0.3% | -1.4% | -19.3% | 1.8% | 18.7%
Cc1nn(CCOc2ccccc2)c(=O)n1-c1cccc(F)c1 | -0.5 | 73 | 1.7% | 3.7% | i | -0.1% | -10.4% | -0.4% | 0.9% | 3.3%
Cn1nc(C(C)(C)C)cc1C(=O)NNC(=O)c1ccccc1Cl | -0.2 | 47 | -3.7% | -7.3% | i | 0.2% | 23.5% | -6.2% | 5.8% | 8.7%
CCC(=O)NCc1ccc2[nH]c(C)cc2c1 | -0.3 | 31 | -13.6% | 2.4% | i | 0.3% | -4.9% | 5.4% | 0.9% | 26.8%
CCCn1c(CC)nc([N+](=O)[O-])c1S(=O)(=O)c1ccccc1 | 5.1 | 64 | -12.9% | -4.3% | i | -0.1% | 7.5% | -26.7% | 3.8% | -5.5%
COC(=O)C1=C(N)N(c2ccccc2F)C2=C(C(=O)CC(C)(C)C2)C1c1ccc(OC)c(OC)c1 (stereo not drawn) | -1.2 | 54 | 2.6% | 7.0% | i | 0.4% | 10.1% | -1.4% | 2.1% | 6.7%
O=C(c1ccccc1-n1cccn1)N1CCc2c([nH]c3ccccc23)C1c1ccccn1 (stereo not drawn) | -0.4 | 25 | -5.7% | x | i | -0.3% | 4.7% | x | 0.0% | 10.2%
O=C(Cc1ccccc1)NCC(=O)N/N=C/c1ccc([N+](=O)[O-])s1 | 2.0 | 57 | -1.3% | 6.4% | x | 0.2% | 2.8% | -3.2% | -8.2% | 32.8%
CCc1nn2c(=O)cc(COc3cccc(NC(=O)c4ccco4)c3)nc2s1 | 0.3 | 59 | 15.0% | 7.7% | x | 0.0% | 3.9% | -5.3% | 30.9% | 6.1%
CC(C)CNC(=O)COC(=O)c1n[nH]c2ccccc12 | -2.5 | 50 | 4.1% | 5.1% | i | -0.3% | 1.4% | -3.7% | 9.3% | 6.4%
CC(C)c1ccc(N(CC(=O)NCCc2ccccc2)C(=O)c2csnn2)cc1 | 2.1 | 62 | 2.5% | 2.5% | x | -0.1% | -5.7% | -3.3% | -6.2% | 6.1%
Cc1oc2c(CN3CCCCC3C)c(O)ccc2c(=O)c1-c1ccc(Br)cc1 (stereo not drawn) | 0.9 | 76 | 18.4% | x | x | -0.1% | -9.9% | -8.5% | 26.7% | 0.9%
O=C(COC(=O)c1ccc(-c2ccc([N+](=O)[O-])cc2)o1)NC(=O)NC1CCCCC1 | 3.6 | 63 | -1.8% | 12.6% | i | -0.2% | -4.9% | -2.2% | 0.1% | 18.0%
CN(C)CC(O)COC(c1ccccc1)c1ccccc1 (stereo not drawn) | 0.9 | 38 | 0.7% | 3.7% | i | -0.1% | 0.6% | -7.4% | -1.9% | 1.4%
O=C(Nc1ccc(CN2CCOCC2)cc1)c1cc(Br)ccc1Cl | 1.3 | 53 | 0.2% | 2.8% | x | -0.1% | 4.9% | 0.0% | 2.3% | 14.5%
C=CCOC(=O)COc1ccc2c(C)c(C)c(=O)oc2c1C | 5.8 | 85 | -4.8% | -6.4% | i | 0.3% | -15.3% | -0.6% | 6.2% | 0.7%
C=CCN1C(=O)N(/C=C/C)c2cccc3cccc1c23 | 4.2 | 88 | -3.0% | 9.2% | i | 0.2% | -5.1% | 7.1% | -5.5% | 12.9%
CCOc1ccccc1C(C(=O)NCCOC)N(CCOC)C(=O)Cn1nnc2ccccc21 (stereo not drawn) | -0.5 | 54 | 15.2% | 4.3% | i | -0.1% | 7.9% | -1.5% | 0.4% | 6.6%
COc1ccc(CN2CCN(Cc3ccc(OC)c(OC)c3OC)CC2)cc1 | 0.5 | 83 | 4.1% | x | x | -0.1% | 6.6% | -3.3% | 5.5% | 5.7%
N#CC(C#N)=Cc1cc2ccccc2nc1N1CCCCC1 | 13.5 | 75 | 8.0% | 3.4% | i | -0.2% | -8.8% | -1.9% | 16.3% | 22.0%
CC(=O)c1ccc(OCC(O)CN2CCc3ccccc3C2)cc1 (stereo not drawn) | -1.5 | 70 | 4.0% | -1.2% | x | 0.0% | -11.5% | -7.8% | 13.3% | 20.4%
CCc1ccc2nc(NC(=O)c3ccc(N4C(=O)CCC4=O)cc3)sc2c1 | -0.7 | 71 | 5.9% | 6.7% | i | 0.0% | -12.5% | -3.9% | 32.1% | -2.5%
CN(c1ccc(C(=O)NCc2ccccn2)cc1)S(=O)(=O)c1ccc(Cl)cc1 | 0.1 | 61 | -2.5% | 2.3% | x | -0.1% | 21.4% | -5.9% | 14.8% | 4.8%

A few values from the list:
Value of CCc1ccc2nc(NC(=O)c3ccc(N4C(=O)CCC4=O)cc3)sc2c1 under NTR1 agonist cell count 20 µM: 71
Value of CN(c1ccc(C(=O)NCc2ccccn2)cc1)S(=O)(=O)c1ccc(Cl)cc1 under NTR1 agonist cell count 20 µM: 61

(more compounds)
SMILES | NTR1 agonist | NTR1 agonist cell count 20 µM | GPR55 antagonists | MgcRacGAP inhibition | Yfh1-depleted yeast | GPR55 activation | GPR35 antagonists | NS5 inhibitors | AID2073 | Large T inhibition
O=C(CNC(=O)c1ccccc1)NCCc1ccc(O)c(O)c1 | 1.0 | 39 | -1.1% | 10.9% | x | -0.1% | 2.6% | -0.7% | -57.6% | u
CCOCCc1nn2c(=O)cc(CSCC(=O)Nc3ccc(OC)cc3)nc2s1 | -0.7 | 72 | 16.4% | 6.7% | x | -0.1% | -2.0% | 0.9% | 7.6% | 0.1%
CCC(C)C(=O)Nc1ncc2c(n1)CC(c1cccs1)CC2=O (stereo not drawn) | 1.6 | 62 | -1.5% | 7.1% | i | -0.1% | -8.8% | 2.0% | -2.6% | -8.9%
C=CCNC(=O)c1n[nH]c2c1CC(C(C)(C)CC)CC2 (stereo not drawn) | 4.3 | 94 | x | 8.3% | x | x | x | 0.8% | x | 4.0%
O=C(Oc1cccc(NC(=O)c2ccccc2Cl)c1)c1ccc([N+](=O)[O-])cc1 | 0.7 | 61 | -2.7% | 12.1% | i | 0.3% | -15.9% | -13.6% | -1.4% | -0.2%
CCC(=O)Nc1ccc2nc3c(=O)[nH]c(=S)[nH]c3nc2c1 | -0.1 | 94 | -2.1% | 11.9% | x | -0.1% | 15.6% | 39.4µM* | -10.0% | u
CCN1C(=O)/C(=C/C=C2/SCCN2C)SC1=S | -1.0 | 77 | 23.8% | -5.5% | i | -0.1% | -7.8% | -71.8% | -21.2% | 1.4%
O=C(O)c1cccnc1Cl | 2.1 | 98 | 8.7% | 8.5% | i | -0.4% | 2.6% | -5.3% | -17.5% | 14.9%

NS5 inhibitors, what is marked active above
| smiles | MgcRacGAP inhibition | GPR35 antagonists | NS5 inhibitors | AID2073 | Large T inhibition |
| --- | --- | --- | --- | --- | --- |
| CCC(=O)Nc1ccc2nc3c(=O)[nH]c(=S)[nH]c3nc2c1 | 11.9% | 15.6% | 39.4µM* | -10.0% | u |
